Source: PubChem BioAssay (Broad Institute)
IDE exosite FP – insulin-degrading enzyme (human) exo-site inhibition; purified IDE, FL-6b probe fluorescence polarization; active compounds read low; AID 1259349; z-score at 20 µM; 6.3% of 17,000 active;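 active = z-score of -3 or lower, meaning strong loss of probe binding signal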;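 also: His-tagged human IDE residues 42-1019 made in E. coli with 30 nM FL-6b probe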
Target sequence (P14735 42-1019 limits assumed): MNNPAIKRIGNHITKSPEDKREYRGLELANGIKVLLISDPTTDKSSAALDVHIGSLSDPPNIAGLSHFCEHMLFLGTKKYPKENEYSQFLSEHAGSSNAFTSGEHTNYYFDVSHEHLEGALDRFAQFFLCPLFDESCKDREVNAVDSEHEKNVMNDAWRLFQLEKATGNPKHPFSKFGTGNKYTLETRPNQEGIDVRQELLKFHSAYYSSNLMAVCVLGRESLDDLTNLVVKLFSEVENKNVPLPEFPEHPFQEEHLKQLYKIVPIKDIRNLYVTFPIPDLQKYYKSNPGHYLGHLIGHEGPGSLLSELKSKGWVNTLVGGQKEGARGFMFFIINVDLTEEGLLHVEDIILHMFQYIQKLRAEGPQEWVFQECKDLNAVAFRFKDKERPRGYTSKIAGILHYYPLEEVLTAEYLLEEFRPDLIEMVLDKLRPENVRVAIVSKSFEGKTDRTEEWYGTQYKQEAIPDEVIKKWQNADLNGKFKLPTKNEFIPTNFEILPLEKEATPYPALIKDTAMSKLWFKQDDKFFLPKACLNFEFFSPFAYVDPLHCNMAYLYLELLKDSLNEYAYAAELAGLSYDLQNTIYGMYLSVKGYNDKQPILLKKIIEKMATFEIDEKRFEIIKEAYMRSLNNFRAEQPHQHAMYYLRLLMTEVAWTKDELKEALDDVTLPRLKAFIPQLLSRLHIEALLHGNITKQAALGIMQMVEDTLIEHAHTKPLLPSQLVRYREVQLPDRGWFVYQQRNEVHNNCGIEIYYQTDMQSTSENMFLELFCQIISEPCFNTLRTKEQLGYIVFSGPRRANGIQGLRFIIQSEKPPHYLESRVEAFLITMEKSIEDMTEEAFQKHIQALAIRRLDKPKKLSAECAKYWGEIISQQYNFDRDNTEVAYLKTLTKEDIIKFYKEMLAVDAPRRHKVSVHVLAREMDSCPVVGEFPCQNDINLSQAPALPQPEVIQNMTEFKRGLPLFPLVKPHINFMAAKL
Numbers without * were called inactive; & = joins results of further samples. This is a subset. The share of hits here may be higher or lower than overall.

IDE exosite FP | structure
0.219 | C[C@@H]1CN([C@H](C)CO)C(=O)Cc2cc(N(C)C)ccc2O[C@H]1CN(C)Cc1ccc(-c2ccccc2)cc1
0.21 | O=C(CN1CCOCC1)N(CC1CCC1)C[C@H]1N[C@H](CO)[C@@H]1c1ccccc1
1.83 | Cc1ccc(-c2ccc([C@@H]3[C@H](CO)N4C(=O)CN(C(=O)c5ccncc5)C[C@@H]34)cc2)cc1
0.587 | C[C@H]1CCCCO[C@H](CN(C)C(=O)C2CCCCC2)[C@@H](C)CN([C@@H](C)CO)C(=O)c2cc(NS(=O)(=O)c3ccccc3)ccc2O1
-1.11 | CO[C@H]1CN(C)C(=O)c2cc(NC(=O)C3CC3)ccc2OC[C@@H](C)N(Cc2cc(F)ccc2F)C[C@@H]1C
0.989 | C[C@@H]1CCCCO[C@H](CN(C)C(=O)c2ccncc2)[C@H](C)CN([C@@H](C)CO)C(=O)c2cc(NS(=O)(=O)c3cccs3)ccc2O1
-1.11 | CCC(=O)N1CCCCN2[C@H](CO)[C@H](c3ccc(C#Cc4ccccc4F)cc3)[C@H]2C1
0.00648 | OC[C@@H]1Nc2ccc(-c3cccc(F)c3)cc2[C@@H]2[C@H]1CCN2Cc1ccc(F)cc1
2.67 | CN(C)C(=O)c1cccc(-c2ccc([C@@H]3[C@H](CO)N4CCCCN(S(C)(=O)=O)C[C@@H]34)cc2)c1
-1.75 | CC(C)NC(=O)N1CCCCN2[C@H](CO)[C@H](c3ccc(C#CC4CC4)cc3)[C@H]2C1
-0.371 | COc1ccc2c3c([nH]c2c1)[C@H](CO)N(C(=O)C1CCCCC1)CC31CN(S(C)(=O)=O)C1
0.19 | CO[C@H]1CN(C)C(=O)c2cc(NC(=O)Nc3cc(F)ccc3F)ccc2OC[C@H](C)NC[C@@H]1C
2.3 | CO[C@@H]1CN(C)C(=O)c2cc(NS(=O)(=O)c3ccc(Cl)cc3)ccc2OC[C@@H](C)N(C(=O)NC(C)C)C[C@@H]1C
-4.69* | O=C(C1CC1)N1CC(=O)N2[C@@H](CO)[C@@H](c3ccc(C#Cc4cccc(F)c4)cc3)[C@@H]2C1
5.18 | CC(C)CC#Cc1ccc([C@@H]2[C@@H](CO)N3C(=O)CN(C(=O)Cc4cccnc4)C[C@@H]23)cc1
0.777 | C[C@@H]1CC=CC[C@H](c2cccc(Cl)c2)NC(=O)[C@@H](Cc2ccccc2)N(C)C(=O)c2ccccc2O1 (mixture of isomers)
-1.16 | Cc1ccccc1S(=O)(=O)N1CCCCN2[C@H](C1)[C@H](c1ccc(C#CCN(C)C)cc1)[C@@H]2CO
-8.11* | Cc1cccc(-c2ccc([C@H]3[C@@H](CO)N4CCCCN(C(=O)c5ccc6c(c5)OCO6)C[C@H]34)cc2)c1
-0.217 | CNC[C@H]1OCc2cn(nn2)CCCC(=O)N([C@@H](C)CO)C[C@@H]1C
0.0054 | CO[C@H](CN(C)S(=O)(=O)c1ccc(C)cc1)[C@@H](C)CN([C@@H](C)CO)S(=O)(=O)c1cccc(Cl)c1
0.432 | O=C(C1CCOCC1)N1CC(=O)N2[C@@H](CO)[C@@H](c3ccc(C#CC4CCCCC4)cc3)[C@@H]2C1
0.368 | CO[C@@H]1CN(C)C(=O)c2cc(NC(=O)c3ccc(F)cc3)ccc2OC[C@@H](C)N(C(=O)CC2CC2)C[C@@H]1C
2.75 | COc1ccc(S(=O)(=O)N2CCCCN3[C@H](CO)[C@@H](c4ccc(C5=CCCC5)cc4)[C@H]3C2)cc1
-0.0324 | C[C@@H]1CN([C@@H](C)CO)C(=O)CCCn2cc(nn2)CO[C@@H]1CN(C)C(=O)CCC(F)(F)F
-0.642 | COc1ccc2c3c([nH]c2c1)[C@@H](CO)N(C(=O)Nc1ccc(F)cc1)CC31CCN(S(=O)(=O)c2cn(C)cn2)CC1
0.0353 | COc1ccc(NC(=O)N(C)C[C@H]2OCCCC[C@@H](C)Oc3ccc(NC(=O)c4ccncc4)cc3C(=O)N([C@H](C)CO)C[C@@H]2C)cc1
-0.799 | CN1CCN(C(=O)C[C@H]2CC[C@H]3[C@@H](COc4ccc(NC(=O)c5cccs5)cc4C(=O)N3C)O2)CC1
-1.01 | CN1C(=O)c2cc(NC(=O)C3CCOCC3)ccc2OC[C@H]2O[C@H](CC(=O)NCC3CCCCC3)CC[C@H]21
1.77 | O=C(Nc1ccc(F)cc1)N1CCCCN2[C@H](CO)[C@@H](c3ccc(C#CC4CC4)cc3)[C@@H]2C1
3.03 | Cc1ccc(-c2ccc([C@@H]3[C@H]4CN(C(=O)Nc5cccc(F)c5)CC(=O)N4[C@H]3CO)cc2)cc1
0.614 | CC(=O)N1[C@@H](CO)[C@@H](c2ccccc2)[C@@H]1CNC(=O)CN1CCOCC1
0.852 | COc1ccccc1S(=O)(=O)N[C@H]1C=C[C@H](CC(=O)N2CCOCC2)O[C@@H]1CO
-3.53* | CCC(=O)N1CC(=O)N2[C@H](C1)[C@H](c1ccc(-c3ccccc3F)cc1)[C@@H]2CO
4.52 | CCCNC(=O)N1[C@H](C#N)[C@H](c2ccc(C3=CCCCC3)cc2)[C@H]1CO
-13.3* | Cc1ccccc1-c1ccc([C@@H]2[C@@H](CO)N3C(=O)CN(C(=O)c4cccnc4)C[C@@H]23)cc1
0.253 | O=C(c1ccc2c(c1)OCO2)N1CC(=O)N2[C@H](CO)[C@H](c3ccc(C#CC4CCCC4)cc3)[C@H]2C1
-5.29* | Cc1ccccc1-c1ccc([C@@H]2[C@H](CO)N3C(=O)CN(C(=O)c4ccncc4)C[C@@H]23)cc1
0.763 | CC(C)(C)[S@](=O)N1Cc2cc(C(=O)N[C@@H]3CCN(Cc4ccccc4)C3)nc(-c3cccc(-c4cccnc4)c3)c2[C@@H]1CCO
0.133 | COc1ccc2c3c([nH]c2c1)[C@@H](CO)N(S(=O)(=O)c1cn(C)cn1)CC31CCN(CC2CCCCC2)CC1
0.867 | C[C@H]1CC=CC[C@@H](c2ccccc2)NC(=O)[C@H](C)N(C)C(=O)c2ccccc2O1 (mixture of isomers)

A different layout for three compounds above:
Cc1ccc(-c2ccc([C@@H]3[C@H]4CN(C(=O)Nc5cccc(F)c5)CC(=O)N4[C@H]3CO)cc2)cc1
- IDE exosite FP: 3.03
CC(=O)N1[C@@H](CO)[C@@H](c2ccccc2)[C@@H]1CNC(=O)CN1CCOCC1
- IDE exosite FP: 0.614
COc1ccccc1S(=O)(=O)N[C@H]1C=C[C@H](CC(=O)N2CCOCC2)O[C@@H]1CO
- IDE exosite FP: 0.852

More results:
IDE exosite FP | structure
2.94 | CCC(=O)N1[C@@H](CO)[C@H](c2ccccc2)[C@@H]1CNC(=O)CN1CCOCC1
0.616 | O=C(Cc1ccccn1)N1CC(=O)N2[C@H](CO)[C@H](c3ccc(C#CCC4CCCC4)cc3)[C@@H]2C1
-1.64 | COCC(=O)N1CC2(C1)CN(Cc1ccc3c(c1)OCO3)[C@H](CO)c1c2c2ccc(OC)cc2n1C
0.811 | COCC(=O)N1[C@@H](C#N)[C@H](c2ccccc2-c2ccccc2)[C@@H]1CO
-1.13 | N#C[C@@H]1[C@@H](c2ccccc2C2=CCCCC2)[C@@H](CO)N1C(=O)c1ccccn1
-0.992 | N#C[C@H]1[C@@H](c2ccccc2C2=CCCC2)[C@@H](CO)N1C(=O)NC1CCCCC1
-0.384 | CCS(=O)(=O)Nc1ccc2c(c1)C(=O)N(C)[C@@H]1CC[C@@H](CC(=O)NC3CCCCC3)O[C@@H]1CO2
1.76 | CC(C)C#Cc1ccc([C@@H]2[C@H](CO)N3C(=O)CN(C(=O)C4CCCCC4)C[C@@H]23)cc1
1.16 | COc1ccccc1NC(=O)N1CCCCN2[C@H](C1)[C@H](c1ccc(-c3ccc(C)cc3)cc1)[C@@H]2CO
1.07 | CCN(C[C@H]1[C@H](c2ccccc2)[C@@H](CO)N1C(C)=O)C(=O)c1cccc(F)c1
-0.95 | COc1ccc2c3c(n(C)c2c1)[C@H](CO)N(C)CC31CCN(C(=O)c2ccccc2F)CC1
-0.549 | Cc1ccc(-c2ccc([C@H]3[C@@H](CO)N4CCCCN(C)C[C@H]34)cc2)cc1
0.589 | O=C1CN(S(=O)(=O)c2cccc(F)c2)C[C@H]2[C@@H](c3ccc(-c4ccccc4)cc3)[C@@H](CO)N12
-0.507 | O=C(c1ccccc1)N1CC(=O)N2[C@H](CO)[C@@H](c3ccc(-c4ccccc4)cc3)[C@H]2C1
0.863 | COCC(=O)N1CC(=O)N2[C@H](CO)[C@@H](c3ccc(C#CC(C)C)cc3)[C@H]2C1
0.315 | COCC(=O)N1[C@H](C#N)[C@@H](c2ccccc2)[C@H]1CO
0.32 | COc1ccccc1-c1ccccc1[C@H]1[C@@H](C#N)N(C(=O)CN(C)C)[C@@H]1CO
2 | COc1ccccc1NC(=O)N1C[C@H]2[C@@H](c3ccccc31)[C@H](CO)N2CC1CCOCC1
-4.17* | COc1ccccc1-c1ccc([C@H]2[C@@H](CO)N[C@@H]2CNC(=O)C2CC2)cc1
-1.06 | C[C@H]1CN([C@@H](C)CO)C(=O)c2cccc(NS(C)(=O)=O)c2O[C@@H]1CN(C)Cc1ccc(-c2ccccc2)cc1
-0.384 | CCS(=O)(=O)Nc1ccc2c(c1)C(=O)N(C)[C@H]1CC[C@@H](CC(=O)NC3CCCCC3)O[C@@H]1CO2
1.85 | O=C(C1CCCC1)N1CC(=O)N2[C@H](CO)[C@H](c3ccc(Br)cc3)[C@@H]2C1
3.85 | N#C[C@@H]1[C@H](c2ccccc2-c2ccc(F)cc2)[C@H](CO)N1c1ncc(-c2ccccc2)s1
0.337 | COc1cccc(-c2ccc3n(c2=O)C[C@@H]2[C@@H](CO)[C@H](C(=O)NCC4CC4)[C@H]3N2S(C)(=O)=O)c1
0.465 | O=S(=O)(c1ccccc1)N1CCCCN2[C@@H](CO)[C@@H](c3ccc(-c4cncnc4)cc3)[C@@H]2C1
2.34 | Cc1noc(C)c1S(=O)(=O)Nc1cccc2c1O[C@H](CN(C)Cc1ccc(C(F)(F)F)cc1)[C@H](C)CN([C@@H](C)CO)C2=O
1.42 | COc1ccc(CN2C[C@@H](O)COC[C@@H]3O[C@H](CC(=O)N(C)C)CC[C@H]32)cc1
-0.322&-2.98 | O=S(=O)(c1cccc(F)c1)N1[C@@H]2CNC[C@H]1C2c1ccc(-c2cccnc2)cc1 (stereo partly drawn)
-0.82 | CN(C)CC(=O)N1[C@H](CO)[C@@H](c2ccccc2-c2ccc(C(=O)N(C)C)cc2)[C@@H]1C#N
2.27 | CCS(=O)(=O)N1CCCCN2[C@H](CO)[C@H](c3ccc(-c4ccccc4)cc3)[C@@H]2C1
4.39 | OC[C@@H]1[C@H](c2ccc(-c3ccc(F)cc3)cc2)[C@@H]2CN(Cc3ccncc3)CCCCN12
-2.72 | O=C(Nc1cccc(F)c1)N1[C@@H]2CNC[C@H]1C2c1ccc(-c2cncnc2)cc1 (stereo partly drawn)
0.818 | O=C(C[C@@H]1C=C[C@H](NC(=O)c2ccncc2)[C@@H](CO)O1)NCC1CC1
0.183 | COCC(=O)N1CC(=O)N2[C@H](C1)[C@@H](c1ccc(C#CC3CCCC3)cc1)[C@@H]2CO
-1.17 | CCCC(=O)N1CCC2(CC1)CN(C(=O)C1CCC1)[C@H](CO)c1[nH]c3cc(OC)ccc3c12
0.296 | CC(C)NC(=O)N1CCCCN2[C@@H](CO)[C@@H](c3ccc(C#C[C@H](C)O)cc3)[C@@H]2C1
3.2 | O=C(Nc1ccccc1)N1CCCCN2[C@H](CO)[C@@H](c3ccc(C#Cc4ccccc4)cc3)[C@H]2C1
3.3 | OC[C@H]1[C@H](c2ccc(-c3cccc(F)c3)cc2)[C@@H]2CN(CCC(F)(F)F)CCCCN12
0.33 | Cc1noc(C)c1S(=O)(=O)N(C)C[C@@H]1Oc2c(NC(=O)c3ccc(-c4nccs4)cc3)cccc2C(=O)N([C@H](C)CO)C[C@@H]1C
0.0921 | Cc1ccccc1-c1ccccc1[C@H]1[C@@H](C#N)N(C(=O)c2ccc(F)cc2)[C@H]1CO

Records listed above printed as active in IDE exosite FP:
IDE exosite FP | structure
-4.69* | O=C(C1CC1)N1CC(=O)N2[C@@H](CO)[C@@H](c3ccc(C#Cc4cccc(F)c4)cc3)[C@@H]2C1
-8.11* | Cc1cccc(-c2ccc([C@H]3[C@@H](CO)N4CCCCN(C(=O)c5ccc6c(c5)OCO6)C[C@H]34)cc2)c1
-3.53* | CCC(=O)N1CC(=O)N2[C@H](C1)[C@H](c1ccc(-c3ccccc3F)cc1)[C@@H]2CO
-13.3* | Cc1ccccc1-c1ccc([C@@H]2[C@@H](CO)N3C(=O)CN(C(=O)c4cccnc4)C[C@@H]23)cc1
-5.29* | Cc1ccccc1-c1ccc([C@@H]2[C@H](CO)N3C(=O)CN(C(=O)c4ccncc4)C[C@@H]23)cc1
-4.17* | COc1ccccc1-c1ccc([C@H]2[C@@H](CO)N[C@@H]2CNC(=O)C2CC2)cc1

(list continues)
IDE exosite FP | structure
-3.02* | Cc1ccccc1S(=O)(=O)N1CCCCN2[C@H](C1)[C@@H](c1ccc(-c3cccnc3)cc1)[C@@H]2CO
1.14 | CCCNC(=O)N1CC2(C1)[C@@H](c1ccccc1)[C@H](CO)N2C(=O)CC1CC1
3 | O=C(N[C@H]1C=C[C@H](CC(=O)N2CCN(c3ccccc3)CC2)O[C@@H]1CO)c1ccccc1
-7.28* | Cc1ccccc1-c1ccc(C2[C@H]3CNC[C@@H]2N3S(=O)(=O)Cc2ccccc2)cc1 (stereo partly drawn)
2.16 | O=S(=O)(c1ccccc1F)N1CCCCN2[C@@H](CO)[C@H](c3ccc(-c4cccnc4)cc3)[C@@H]2C1
-3.71* | O=C(Cc1ccccn1)N1CC(=O)N2[C@H](CO)[C@H](c3ccc(-c4ccccc4)cc3)[C@@H]2C1
2.21 | CCCC#Cc1ccc([C@H]2[C@H]3CN(C(=O)NCCC)CC(=O)N3[C@H]2CO)cc1
0.537 | N#Cc1ccc(-c2ccc([C@H]3[C@@H](CO)N4C(=O)CNC[C@H]34)cc2)cc1
